# IEC-6 cytotox – counter-screen for KLF5 inhibitors: cytotoxicity in IEC-6 cells; IEC-6 cytotoxicity, luminescence viability; inhibition, % at 5 µM; 290,000 compounds, 0.78% hits; in the data active = inhibition above about 22%;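 note: 0% = plate median of test compound wells and 100% = cytotoxic reference compound wells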
# HSF1 inh – HSF1 inhibition | NIH3T3-HGL HSE-luciferase, MG132-induced, luminescence 8 h; hits give low values | 300,000 compounds, 0.77% hits | activity change, negative = inhibition, % at 7.5 µM (by protocol);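 active = more than half of replicate wells show activity change below -50%, luminescence cut by over half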;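 note: luciferase reports HSF-1 transcriptional activity via heat shock element; 0% = median of DMSO wells and -100% = zero luminescence signal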
# KLF5 inhibitor – inhibitors of KLF5 expression; DLD-1 KLF5 promoter-luciferase reporter, luminescence; inhibition, % at 5 µM; 290,000 compounds, 0.23% hits;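 active = inhibition above a per-plate limit of that plate's mean compound inhibition plus 3 SD, cut at about 60% in these data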;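 note: 0% = DMSO wells and 100% = LY294002 at 200 µM; higher means less KLF5 promoter-driven luciferase light; inactives centre near -14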
# GSK3A inh – human GSK-3 alpha kinase inhibition | ADP-Glo luminescence, 60 min | inhibition, % at 10 µM | 320,000 compounds, 0.1% hits;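 in the data active = inhibition above about 50%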;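 note: GST-tagged GSK-3 alpha with peptide substrate and 25 µM ATP; 0% = DMSO neutral wells and 100% = GW8510 positive control wells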
# Target sequence (P49840 whole entry, looked up): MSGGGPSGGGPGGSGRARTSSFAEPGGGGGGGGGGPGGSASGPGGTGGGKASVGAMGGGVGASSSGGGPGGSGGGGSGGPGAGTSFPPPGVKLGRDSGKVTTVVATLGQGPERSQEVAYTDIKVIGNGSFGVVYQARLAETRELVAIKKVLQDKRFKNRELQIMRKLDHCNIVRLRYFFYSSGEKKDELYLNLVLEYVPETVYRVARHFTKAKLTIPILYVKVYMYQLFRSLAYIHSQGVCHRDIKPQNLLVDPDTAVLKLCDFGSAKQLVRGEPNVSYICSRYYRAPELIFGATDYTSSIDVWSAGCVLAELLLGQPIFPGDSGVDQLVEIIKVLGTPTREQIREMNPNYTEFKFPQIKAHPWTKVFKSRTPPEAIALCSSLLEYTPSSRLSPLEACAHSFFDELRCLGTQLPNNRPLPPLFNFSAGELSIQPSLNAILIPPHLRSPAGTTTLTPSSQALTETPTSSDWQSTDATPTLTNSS
# DYRK1A inh – Dyrk1A (rat) kinase inhibition; ADP-Glo luminescence, NFATc1 peptide; inhibition, % at 12.5 µM; 310,000 compounds, 0.43% hits; AID 504441; in the data active = inhibition above about 50%;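 note: plate controls were vehicle with enzyme for no effect and no enzyme for full effect; many of its hits are not listed in these tables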
# HSP90 inh – HSP90 refolding inhibition in rabbit reticulocyte lysate; inhibition, % at 5.6 µM; luciferase refolding luminescence, 3 h; 290,000 compounds, 0.91% hits;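 active = inhibition above the screen-wide mean plus 3 SD, computed separately per campaign, cut at about 16% in these data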;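 note: 0% = DMSO wells and 100% = 60 µM geldanamycin wells; inhibitors lower the luminescence because luciferase stays unfolded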
# HSF1 activator – increases HSF-1 driven luciferase reporter signal; AID 504408; 300,000 compounds, 1.7% hits; activation, % at 9 µM; NIH3T3-HGL HSF-1 luciferase reporter, MG132, 8 h; 100% = twice DMSO control signal;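 active = mean replicate activation of at least 50% with a set share of replicates each reaching 50%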;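 note: 0% = median of the neutral control wells and 100% = twice that signal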
# aSyn UTR inh – MLPCN primary screen, SNCA 5' untranslated region | alpha-synuclein 5'UTR reporter, inhibitor activity | inhibition, % (tested at 7.5 µM) | AID 1813 | 300,000 compounds, 0.82% hits; in the data active = inhibition above about 60%;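 note: H4 neuroglioblastoma cells stably carrying SNCA 5'UTR luciferase fusion; 0% = DMSO wells and 100% = positive control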
# Platelet DG rel – modulates dense granule release in human platelets. human platelet-rich plasma, SFLLRN dense granule ATP release, luminescence. inhibition, %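 (compounds screened at 7.5 µM in platelet-rich plasma)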. 300,000 compounds, 0.22% hits;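 active = mean replicate score, as percent of positive control, at or above 50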
# GSK3B inh – inhibitors of human GSK3beta kinase; P49841; GST-GSK3beta kinase, ADP-Glo luminescence, 60 min; hits give low values; activity score (negative = inhibition), % at 10 µM; AID 2097; 300,000 compounds, 0.038% hits;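 active = more than half of replicate wells score below -50%, meaning over 50% inhibition versus plate controls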;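 note: 0% = median DMSO wells and -100% = median GW8510 positive control wells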
# Target sequence (P49841 whole entry, looked up): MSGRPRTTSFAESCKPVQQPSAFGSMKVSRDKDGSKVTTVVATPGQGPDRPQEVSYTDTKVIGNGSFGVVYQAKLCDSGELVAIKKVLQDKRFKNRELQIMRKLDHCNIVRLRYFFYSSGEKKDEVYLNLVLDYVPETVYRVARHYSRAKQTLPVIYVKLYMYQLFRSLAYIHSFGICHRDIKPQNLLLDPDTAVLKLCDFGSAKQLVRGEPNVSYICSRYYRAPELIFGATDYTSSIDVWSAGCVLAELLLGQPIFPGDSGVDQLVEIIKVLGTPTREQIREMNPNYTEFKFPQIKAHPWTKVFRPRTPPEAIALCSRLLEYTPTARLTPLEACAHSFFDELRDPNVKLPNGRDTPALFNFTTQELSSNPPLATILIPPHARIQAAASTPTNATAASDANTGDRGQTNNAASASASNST
#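 Assay system: GST-tagged human GSK3beta kinase, cell-free; Input: 1.6 ng GSK3beta; Medium: Tris/MgCl2 kinase buffer; Timing: 60 min enzyme reaction, room temperature; Signal: ADP-Glo luminescence quantifying ADP generated by kinase; Evaluation: score relative to plate controls; Benchmarks: DMSO neutral wells and GW8510 at 20 µM as positive.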
# * = called active by the depositor; . = not tested or not shown.
SMILES,IEC-6 cytotox,HSF1 inh,KLF5 inhibitor,GSK3A inh,DYRK1A inh,HSP90 inh,HSF1 activator,aSyn UTR inh,Platelet DG rel,GSK3B inh
CCCOc1ccc(-c2nnn(CC(=O)c3c[nH]c4ccccc34)n2)cc1,-6,.,-48,-2,.,6,.,10,-3,-3
CCCc1nc2oc3c(OC)ncnc3c2c2c1COC(C)(C)C2,-1,.,-14,0,1,2,.,.,-3,-3
C/C(=N/NC(=O)c1ccc(Br)o1)C(C)C,-3,9,-27,-3,-3,-3,-5,-41,15,-5
O=C(CSc1nc(-c2ccccc2)cc(=O)[nH]1)Nc1ccc(Br)cc1,-5,4,-25,-1,0,-3,-4,-4,-5,3
OCC1(Cc2cccc(Cl)c2)CCCN(Cc2cnn(-c3ccccc3)c2)C1 (stereo not drawn),5,16,-26,-2,-3,1,37,4,0,0
COc1cccc(CN2CCNC(=O)C2CC(=O)N(C)C2CCOCC2)c1OC (stereo not drawn),-6,-8,-17,-1,1,-6,-15,0,-5,2
CCCCN(C)CCN1C(=O)C2C(C(=O)Nc3cccc(OC)c3)C3C=CC2(O3)C1C(=O)NC1CCCCC1C (stereo not drawn),-6,-4,11,1,0,1,7,-15,-2,-3
COc1ccc(NS(=O)(=O)c2ccc(OCC(=O)N3CCOCC3)cc2)cc1,-9,8,11,0,-7,-1,-15,7,-10,2
Cc1cccc(C(=O)NCC(=O)NCCSc2ccc(Br)cc2)c1,.,7,.,-3,-4,.,17,-1,1,2
O=C(Cn1cnc2scc(-c3ccc(F)cc3)c2c1=O)N1CCOCC1,-2,-1,-13,-2,6,8,10,-1,-1,-1
O=C1CCCN1c1ccc(C(=O)N(Cc2nnc(-c3ccc(Cl)cc3)o2)C2CC2)cc1,.,2,.,1,3,.,1,-3,-1,2
Cc1cc(Oc2ccc(-c3ccccc3)cc2)nc(N2CCOCC2)n1,-1,4,-17,-1,-6,0,3,7,-1,3
CCN(CC)CCN1c2ccccc2Sc2ccc3ccccc3c21,1,-4,-31,1,1,3,-5,0,3,-3
Cc1ccn2cc(-c3cccc(NS(C)(=O)=O)c3)nc2c1,5,23,-88,1,2,-3,28,-150,3,1
CCOC(=O)c1c(NC(=S)Nc2cccnc2)sc(C)c1C,5,-1,-4,-1,-3,0,7,-25,12,2
CN(C)c1ccc(C(C(=O)NC2CCCC2)N(C(=O)c2csnn2)C2CC2)cc1 (stereo not drawn),-6,7,-8,-1,0,-3,13,9,0,0
COc1ccccc1OCCC(=O)OCC(=O)c1[nH]c(C)c(C(C)=O)c1C,5,-6,2,-3,-2,4,-4,20,-3,0
COC(=O)c1ccc(C23CC4(C2)[C@H](CN(Cc2cccnc2)[C@@H]4c2ccccc2)C3c2ccc(Cl)nc2)cc1 (stereo partly drawn),.,3,.,-2,-7,.,0,14,-5,-2
CCn1c(SCC(=O)Nc2ccccc2)nnc1-c1cccs1,-6,4,-22,1,-1,5,1,8,10,-2
COc1ccccc1/C=C/C=N/n1c(-c2ccc(F)cc2)n[nH]c1=S,6,0,14,-3,.,6,7,4,7,2
CC(=O)Nc1ccc(-c2csc(NCc3ccco3)n2)cc1,-1,20,-160,0,-1,-3,42,-138,-1,3
O=P1(O)C=C(c2ccccc2)OC(c2ccccc2)=C1,-2,10,-22,1,0,-3,15,-39,1,3
COc1ccccc1C(=O)OC(C)CN1CCN(C)CC1 (stereo not drawn),3,-4,-11,1,-4,2,5,3,0,3
COc1ccc(NC(=O)C2CC(c3ccc(Cl)cc3)=NO2)cc1OC (stereo not drawn),-4,2,-41,-3,-4,-2,15,3,3,.
O=C(Nc1ccc2c(c1)CCC2)c1ccc(F)c(S(=O)(=O)N2CCOCC2)c1,-3,19,-51,-6,15,1,4,-74,5,1
CCCCn1c(=O)[nH]c(=O)c2c1nc(-c1cccc(OC)c1)n2C,-4,8,6,2,9,1,24,30,2,-18
C=CCn1c(SCC(=O)N2N=C(c3ccco3)CC2c2ccco2)nnc1-c1ccncc1 (stereo not drawn),4,-2,21,.,0,1,16,-24,-6,-1
Cc1cc2nc(-c3ccc4c(c3)CCC4)ccn2n1,18,11,-46,1,15,3,35,-61,5,2
O=C(NCCC1=CCCCC1)C(=O)NCCc1ccc(Cl)cc1,3,1,-16,-2,-2,-2,-9,-2,13,1
S=C(N/N=C/c1ccc(Br)cc1)N1CCCCC1,5,32,-239,0,3,5,55*,-195,-3,-6
CCNC(=S)N/N=C(\C)c1cccc(OC)c1,-4,4,-35,3,-1,-7,14,-24,0,0
CC1(C)Oc2ccc3ccc(=O)oc3c2/C(=C/Nc2ccccn2)C1=O,6,-12,-15,1,-9,5,-11,33,0,0
CC(=O)n1cc(N(C(=O)CCl)c2ccc([N+](=O)[O-])cc2)c2ccccc21,-1,61,-14,-3,5,7,75*,37,11,0
Cc1ccc(C2(CC(=O)Nc3nccs3)CCOC(C(C)C)C2)cc1 (stereo not drawn),2,3,5,-4,-9,2,-2,2,42,0
CC(C)CC(OC(=O)c1ccco1)C(=O)NC1CCCC1 (stereo not drawn),-2,-3,-30,7,2,0,22,2,-9,0
CN=C(c1ccco1)n1c(=S)nc(-c2ccco2)n(C)c1=S,-2,-1,7,2,5,-1,8,19,-3,-2
CN(C)/C=C/C(=O)c1ccc(F)cc1,-2,13,-11,3,-4,1,41,1,-1,1
O=C(CSc1nc2ccccc2c(=O)[nH]1)Nc1ccc(C(=O)O)cc1,6,-6,-15,2,.,1,-7,-11,4,-4
CC(C)OP(=O)(OC(C)C)C(Nc1ccccc1)c1ccc2c(c1)OCO2 (stereo not drawn),2,5,2,-3,-6,4,20,23,0,1
CCOC(=O)N1C2=NC(C(=O)OC)=C(C(=O)OC)[C@@H]3N(Cc4ccccc4)c4ccccc4[C@]23C[C@H]1C(=O)OC,.,4,.,2,.,.,4,10,-1,-5
COc1ccc(C2c3c(ncn(CCCO)c3=N)Oc3ccc4ccccc4c32)cc1 (stereo not drawn),2,16,4,2,-2,0,58*,6,-3,1
COc1ccc(S(=O)(=O)NC2CCCC2)cc1Br,4,-7,-17,3,9,-1,-6,11,-2,6
CCOC(=O)Cc1csc(NC(=O)c2ccc(C)cc2)n1,3,11,-10,0,-3,-2,37,-35,15,2
Cc1nnsc1NC(=O)OCCCl,-6,.,-18,4,3,4,.,.,.,2
Cc1cc(C)c2c(CC(=O)O)coc2c1,2,-2,-13,-8,-1,7,-4,6,-3,4
CC(=O)c1cccc(NC(=O)c2cc(S(=O)(=O)N3CCOCC3)cs2)c1,11,0,-13,-3,24,3,24,0,1,0
COc1ccc(NC(=O)C2(c3ccc(NC(=O)c4ccc(OC)cc4)cc3)CCCC2)cc1,-2,2,-23,1,-3,1,15,-7,-3,3
COc1ccccc1N(CC(O)Cn1c(C)nc2ccccc21)S(=O)(=O)c1ccccc1 (stereo not drawn),1,-6,9,0,2,5,3,7,-2,-2

# 3 entries from above in a different format.
SMILES	IEC-6 cytotox	HSF1 inh	KLF5 inhibitor	GSK3A inh	DYRK1A inh	HSP90 inh	HSF1 activator	aSyn UTR inh	Platelet DG rel	GSK3B inh
CC(=O)c1cccc(NC(=O)c2cc(S(=O)(=O)N3CCOCC3)cs2)c1	11	0	-13	-3	24	3	24	0	1	0
COc1ccc(NC(=O)C2(c3ccc(NC(=O)c4ccc(OC)cc4)cc3)CCCC2)cc1	-2	2	-23	1	-3	1	15	-7	-3	3
COc1ccccc1N(CC(O)Cn1c(C)nc2ccccc21)S(=O)(=O)c1ccccc1 (stereo not drawn)	1	-6	9	0	2	5	3	7	-2	-2

# Later entries
SMILES,IEC-6 cytotox,HSF1 inh,KLF5 inhibitor,GSK3A inh,DYRK1A inh,HSP90 inh,HSF1 activator,aSyn UTR inh,Platelet DG rel,GSK3B inh
COC(=O)Nc1ccc(S(=O)(=O)N(C)C)cc1,0,1,-33,-5,-3,-3,8,0,16,0
CCOC(=O)N/N=C1\CC(C)S(=O)(=O)c2ccc(Cl)cc21 (stereo not drawn),8,-17,10,-2,.,2,-27,16,8,3
CCCCCNC(=O)c1cccc(S(=O)(=O)N2CC3(C)CC2CC(C)(C)C3)c1 (stereo not drawn),.,20,.,-3,1,.,42,51,.,0
N#CC1c2ccccc2C=CN1C(=O)c1ccccc1 (stereo not drawn),0,-2,-18,-3,-3,4,-1,9,-2,-1
O=C1CN(C(=O)NCC(=O)N[C@@H](C(=O)O)c2ccccc2)c2ccccc2N1,-4,3,-19,-15,4,-2,-13,-5,1,-14
CCC(C)n1c(=O)c(C(=O)Nc2ccccc2S(N)(=O)=O)c(O)c2ccccc21 (stereo not drawn),-4,1,-5,2,-6,3,2,6,3,1
Cc1ccc(Cn2c(C3CCCN3c3nc(C)cs3)nc3cc(C(=O)NCCCO)ccc32)cc1 (stereo not drawn),.,-5,.,-2,0,.,-15,-5,-4,2
COc1ccc(C(=O)NC2CCN(S(=O)(=O)c3ccc(C)cc3)CC2)cc1,3,-11,-21,-1,.,6,-8,14,-8,.
CCOC(=O)N1CCN(C(=O)COC(=O)C2CCN(S(=O)(=O)c3c(C)c(C)cc(C)c3C)CC2)CC1,.,11,.,0,-4,.,3,-4,8,-2
COc1ccccc1CC(=O)NNS(=O)(=O)c1cccc([N+](=O)[O-])c1,4,-4,-1,0,3,0,0,4,-7,3
O=C(c1ccco1)N1C2C=CC(C2)C1(C(F)(F)F)C(F)(F)F (stereo not drawn),-2,-6,-1,6,3,-1,4,-10,7,1
c1ccc(NNC2=NCCCCC2)cc1,3,-5,16,1,-6,4,3,4,0,1
CC(Oc1ccccc1)C(=O)N/N=C/c1ccccn1 (stereo not drawn),5,-7,-28,-3,10,1,-12,-36,0,2
COc1ccc(Nc2nnc(-c3ccc(C(=O)NCCO)cc3)c3ccccc23)cc1,-7,1,-44,1,11,3,12,-6,5,1
CC(=O)N1[C@H](C)C=C[C@]1(Cc1ccccc1)C(=O)NCc1cc(F)cc(C(F)(F)F)c1,-1,9,-1,-6,13,1,16,-18,-16,2
Cc1ccc(N=Cc2cc(Br)cc(Cl)c2O)cc1,-8,-27,-10,0,-3,-4,-29,-9,-7,0
CCCCn1c(N)c(N(CC(C)C)C(=O)c2cc3c(s2)CCCCC3)c(=O)[nH]c1=O,.,1,.,-2,3,.,18,-7,-27,0
O=C1CSC(c2cccc([N+](=O)[O-])c2)N1c1ccc(O)cc1 (stereo not drawn),-12,-6,5,-1,-2,1,6,6,0,-5
CCCOC(=O)c1c(NC(=O)/C=C/c2cnn(C)c2C)sc(C(=O)OC)c1C,1,1,-24,3,-6,2,0,10,9,-1
C/C=C/c1ccc(OCC(=O)NCc2ccccc2OC)c(OC)c1,-2,-3,-18,-2,.,3,1,9,-2,4
Cc1ccccc1-n1c(C)nnc1SCC(=O)N1CCc2ccccc2C1,0,-6,-29,0,17,-4,1,5,3,2
COc1cc(/C=N/n2nnnc2N)ccc1OCC#N,-8,-8,-37,-1,13,0,0,13,35,0
Cc1[nH]c2ccccc2c1C(=O)C(=O)N1CC(C)OC(C)C1 (stereo not drawn),-2,-1,16,0,0,-1,7,6,23,1
CCCn1ccc2c(OCC(=O)Nc3ccc(NC(C)=O)cc3)cccc2c1=O,.,0,.,0,1,.,-2,-15,6,-8
CC(=O)Nc1ccc(NC(=O)C2CC(=O)N(c3cccc(Cl)c3)C2)cc1 (stereo not drawn),5,-7,-17,-1,-3,0,2,11,-1,0

# High-throughput results deposited in PubChem BioAssay by several laboratories.

# This is a subset; count on the stated rates, not on these rows.
